OXTR agonist: human OXTR agonists, primary screen, fluorescence, CHO-OTR cells, Fluo-8 calcium; Oxytocin receptor (Homo sapiens), P30559; Fluo-8 calcium fluorescence; normalized: DMSO 0%, oxytocin 100%; activation, % at 3 µM; 0.32% of 320,000 active; AID 2435, 2010;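 active = activation above the mean of all tested compounds plus 3 SD, cutoff set per screening run, cut at about 20% in these data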;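 also: peak over basal fluorescence ratio from a 100 s FLIPR kinetic read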
TAAR1 antag: human TAAR1 antagonists, primary screen, Fluo-8 calcium fluorescence, CHO RD-HGA16 cells | Trace amine-associated receptor 1 (Homo sapiens), Q96RJ0 | antagonist | inhibition, % at 3 µM | 1.5% of 360,000 active | AID 624466, 2012;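 active = inhibition above a per-plate cutoff, the mean inhibition of test compounds on that plate plus 3 SD, cut at about 49% in these data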;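 also: 0% = DMSO plus EC80 beta-PEA response and 100% = DMSO alone without agonist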
Target sequence (Q96RJ0 whole entry, looked up): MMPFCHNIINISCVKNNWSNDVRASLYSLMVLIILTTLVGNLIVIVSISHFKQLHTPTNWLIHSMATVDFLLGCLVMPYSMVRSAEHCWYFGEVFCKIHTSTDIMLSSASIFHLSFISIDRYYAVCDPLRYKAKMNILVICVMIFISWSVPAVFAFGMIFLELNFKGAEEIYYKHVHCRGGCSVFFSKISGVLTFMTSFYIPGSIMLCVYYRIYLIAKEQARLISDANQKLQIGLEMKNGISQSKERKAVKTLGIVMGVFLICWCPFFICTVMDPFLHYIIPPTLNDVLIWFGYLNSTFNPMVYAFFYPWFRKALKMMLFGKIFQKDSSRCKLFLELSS
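Assay system: RD-HGA16 CHO cells with stable hTAAR1 and Gα16 / Reagent: EC80 β-phenethylamine stimulus / Doses: 3 µM, single point / Timing: dye loading 75 min at 37 °C, then 30 min room temperature / Measured by: Fluo-8 intracellular calcium dye fluorescence, real-time kinetic reads / Controls: vehicle wells and EC80 agonist wells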
CHO parental Ca: ATP-evoked calcium signal inhibitors, parental CHO, primary screen, counter-screen for OX1R antagonist project, cell-based, fluorescence, Fluo-8 calcium dye. parental CHO-K1, ATP-induced calcium, Fluo-8 fluorescence. inhibition, % at 5.6 µM. 0.63% of 330,000 active. AID 463079, 2010;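 active = inhibition above that plate's mean sample inhibition plus 3 SD, cut at about 26% in these data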;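 also: 0% = ATP-challenged DMSO wells and 100% = DMSO wells without ATP; some compounds past the cut are filed as inactive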
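Measured by: calcium-sensitive Fluo-8 fluorescence / Test system: CHO parental line / Controls: ATP-challenged DMSO wells low, unchallenged DMSO wells high / Measure: % inhibition / Compound: single nominal dose of 5.6 µM per compound / Replicates: single well per compound, no replicates / Reagent: ATP as calcium-mobilizing challenge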
CHO-K1 Ca antag: nonselective inhibitor or artifact in parental CHO-K1 cells. ATP-induced calcium, Fluo-8 fluorescence. 0.6% of 360,000 active. AID 602250. inhibition, % at 3 µM;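 active = inhibition above a per-plate cutoff, the plate's mean sample inhibition plus 3 SD, cut at about 24% in these data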;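 also: 0% = DMSO plus EC80 ATP and 100% = DMSO alone without ATP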
GPR7 antag: GPR7 receptor antagonists, primary screen, cell-based, fluorescence, single concentration. Neuropeptides B/W receptor type 1 (Homo sapiens), P48145. GPR7-expressing cells, fluorescence antagonist assay. inhibition, % at 4.4 µM. 1.1% of 290,000 active. AID 1861, 2009; in the data active = inhibition above about 16%, passing the limit was not always enough;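 also: cells stimulated with the agonist NPW; 0% = agonist with vehicle and 100% = vehicle without agonist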
Target sequence (P48145 whole entry, looked up): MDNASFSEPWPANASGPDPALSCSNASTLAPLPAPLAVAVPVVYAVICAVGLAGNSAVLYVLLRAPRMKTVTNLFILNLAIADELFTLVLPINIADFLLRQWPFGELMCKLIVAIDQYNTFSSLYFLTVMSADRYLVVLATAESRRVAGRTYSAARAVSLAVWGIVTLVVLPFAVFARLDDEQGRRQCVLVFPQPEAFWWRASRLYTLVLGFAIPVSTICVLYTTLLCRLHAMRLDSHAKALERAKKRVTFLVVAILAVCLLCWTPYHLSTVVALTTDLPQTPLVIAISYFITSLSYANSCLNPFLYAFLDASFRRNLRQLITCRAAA
OXTR potentiate: human OXTR potentiators, primary screen, fluorescence, CHO-OTR cells, Fluo-8 calcium; Oxytocin receptor (Homo sapiens), P30559; Fluo-8 calcium fluorescence, potentiator mode; 0% = oxytocin EC15, 100% = EC100; activation, % at 3 µM; 0.061% of 320,000 active;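 active = activation above that plate's cutoff, the mean activation of tested compounds plus 3 SD, cut at about 6.6% in these data, passing the limit was not always enough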;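 also: 100% uses oxytocin at 75 nM as the full agonist control; some results filed as inactive read as strong as hits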
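Material: human OTR in CHO cells. Compound: 3.0 µM, one dose. Timing: compound 6 min at room temperature before oxytocin, 100 s read. Evaluation: % activation of max/min ratio relative to oxytocin controls. Replication: single well per compound, singlicate. Signal: Fluo-8 calcium dye fluorescence.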
V1aR counter: agonists of human V1a receptor, primary screen, counter-screen for OXTR agonist project, fluorescence, CHO-V1R cells | Fluo-8 calcium fluorescence, agonist mode; 0% DMSO, 100% 3 nM vasopressin | Vasopressin V1a receptor (Homo sapiens), P37288 | 0.25% of 320,000 active | activation, % at 3 µM;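 active = activation above the mean activation of all tested compounds plus 3 SD, per screening run, cut at about 20% in these data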;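 also: signal is peak over basal fluorescence ratio across a 100 second FLIPR read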
Target sequence (P37288 whole entry, looked up): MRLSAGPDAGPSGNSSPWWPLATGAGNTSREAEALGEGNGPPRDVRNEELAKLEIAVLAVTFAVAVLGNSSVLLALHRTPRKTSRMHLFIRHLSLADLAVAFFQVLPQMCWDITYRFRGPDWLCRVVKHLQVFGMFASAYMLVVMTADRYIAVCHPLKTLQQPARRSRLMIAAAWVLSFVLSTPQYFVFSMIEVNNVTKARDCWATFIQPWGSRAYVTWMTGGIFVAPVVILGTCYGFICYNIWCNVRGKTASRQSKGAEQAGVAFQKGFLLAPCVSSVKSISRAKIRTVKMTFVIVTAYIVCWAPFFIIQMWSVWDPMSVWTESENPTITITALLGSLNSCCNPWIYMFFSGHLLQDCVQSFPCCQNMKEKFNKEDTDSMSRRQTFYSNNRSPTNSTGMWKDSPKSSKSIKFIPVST
M1 ag parental: counter-screen for M1 agonists: effect in parental CHO-K1 cells; Fluo-8 calcium fluorescence; scaled to maximal ATP response, vehicle zero; activation, % at 3 µM; 0.48% of 360,000 active; in the data active = activation above about 15%;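 also: untransfected CHO-K1 host cells lacking M1 receptor as counterscreen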
CHO-K1 Ca PAM: nonselective calcium activators in parental CHO-K1 cells, primary screen, counter-screen for M1 PAM project, cell-based, Fluo-8 calcium fluorescence, full deck, 1536-well; ATP EC20; 0% at ATP EC20, 100% at ATP max; activation, % at 3 µM; 0.02% of 360,000 active; AID 602247, 2012;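 active = activation above the run cutoff, the mean activation of all test compounds plus 3 SD, cut at about 40% in these data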;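 also: peak over basal fluorescence ratio in a 140 s read after ATP addition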
Active calls of the source: *; x = not tested or not shown.

Every second line gives: OXTR agonist | TAAR1 antag | CHO parental Ca | CHO-K1 Ca antag | GPR7 antag | OXTR potentiate | V1aR counter | M1 ag parental | CHO-K1 Ca PAM
- CC1=C(C(=O)OC(C)C)C(c2cccnc2)n2ncnc2N1 (stereo unspecified)
    0.7 | 2 | 0 | 5 | -10 | 1 | -0.2 | 0.2 | 2
- O=C(CCCN1C(=O)S/C(=C\c2ccccc2)C1=O)NNC(=O)c1ccccc1O
    11 | 8 | 7 | 1 | 0 | -16 | 9.1 | 5.3 | 9
- O=C(O)Cc1c(-c2ccccc2)c2cc(Cl)ccc2[nH]c1=O
    0.5 | -12 | 6 | -2 | -8 | -11 | 0.6 | 0.6 | 1
- O=C(NCc1ccccc1)N[C@@H](Cc1c[nH]c2ccccc12)C(=O)O
    0.9 | -6 | -8 | -12 | 18 | -6 | 0.6 | 1.1 | 23
- CCCOP(=O)(c1ccc(N(C)C)cc1)C(O)c1ccc(N(C)C)cc1 (stereo unspecified)
    -1.1 | -27 | -7 | 18 | -9 | -16 | 0.1 | -0.2 | 12
- CCN(C(=O)CN1C(=O)NC(c2ccccc2)(c2ccccc2)C1=O)c1ccccc1
    1.1 | -13 | -16 | -10 | 8 | -12 | 4.2 | 2.6 | 3
- CCCCN1C(=O)C(CC(=O)NC2CC2)CC(C(=O)N(CC)CC)=C1C (stereo unspecified)
    x | 6 | x | -11 | x | x | x | -0.2 | 8
- Cc1nnc(NC(=O)/C=C/c2ccco2)s1
    0.6 | 5 | -2 | -15 | -2 | -3 | 0.1 | -0.1 | 22
- CC(C)c1ccc(C(=O)NC(=S)Nc2ccc3[nH]c(=O)[nH]c3c2)cc1
    0.0 | -40 | 11 | -3 | -31 | -2 | 0.9 | 0.6 | 7
- COC(=O)c1cc2c(ccn2-c2ccc(F)cc2)n1CC(=O)N1CCN(C(=O)c2ccco2)CC1
    -0.5 | 13 | -12 | -4 | 9 | -4 | -1.1 | 0.9 | 17
- CCOc1ccc(N(CC(=O)O)S(=O)(=O)c2cccnc2)cc1
    2.6 | -1 | -3 | 11 | -3 | 5 | 0.2 | 0.0 | -9
- COc1ccccc1Sc1nc(-c2ccccn2)ncc1OC
    -0.3 | -7 | -19 | -9 | -13 | -6 | 0.9 | 1.1 | 24
- COc1ccc(-n2nc(C(=O)Nc3nc4ccc(OC)cc4s3)c3ccccc3c2=O)cc1
    -0.6 | 4 | -15 | 2 | -12 | -5 | -0.5 | 0.0 | -4
- COc1ccc(S(=O)(=O)Nc2cccc3c2O[C@H](CN(C)S(=O)(=O)c2ccc(OC)cc2)[C@@H](C)CN([C@H](C)CO)C3=O)cc1
    1.3 | -2 | -26 | -13 | x | -3 | 1.7 | 0.8 | 4
- CC(=O)c1ccc(NC(=O)COc2ccc3c(c2)OCO3)cc1
    -0.1 | 0 | -7 | -1 | 10 | -3 | 1.4 | 0.2 | 6
- COCCNC(=O)Cn1cc(C(=O)c2ccco2)c2ccccc21
    0.8 | -8 | 0 | -11 | -12 | -4 | 0.1 | 1.2 | 19
- c1ccc(COc2cccc(CNCc3ccccn3)c2)cc1
    1.0 | -9 | -16 | -6 | -10 | 0 | 3.3 | 1.1 | 21
- C#Cc1ccc([C@@H]2C=C(C(=O)O)O[C@H](OCCCCO)C2)cc1
    0.3 | -5 | -4 | -10 | -9 | -9 | 0.0 | 3.7 | 20
- CCOC(=O)c1sc(C)c2c1NC1(CCCCC1)NC2=O
    -1.5 | -3 | -20 | 11 | -23 | 11* | -1.5 | -0.6 | -9
- Cc1ccc(C(=O)OC/C(O)=C(\C#N)c2nc3ccccc3[nH]2)cc1S(=O)(=O)N1CCOCC1
    -3.3 | 5 | -22 | 10 | -6 | -7 | -0.8 | 1.6 | -12
- CCN1CCCC1CNC(=O)CN1C(=O)COc2ccc(C)cc21 (stereo unspecified)
    0.8 | 0 | 3 | 0 | -3 | 2 | 1.0 | -0.2 | 19
- Cc1ccccc1OCCN1CCCC1
    0.3 | 3 | 0 | -10 | -16 | 0 | 1.6 | 2.2 | -8
- COc1ccc(C(=O)Oc2cccc(Nc3ncnc4ccccc34)c2)cc1OC
    12 | 69* | 3 | 6 | -9 | -21 | 9.1 | 10 | -4
- CSc1cccc(NC(=O)c2ccccc2N(C)S(C)(=O)=O)c1
    -0.8 | 2 | -10 | 1 | -6 | -4 | -0.1 | 0.1 | 12
- COc1ccccc1CNC(=O)C(CCSC)NS(=O)(=O)c1ccc2c(c1)oc(=O)n2C (stereo unspecified)
    -0.7 | -3 | -14 | -5 | -10 | 0 | 0.1 | 0.5 | -1
- CCOC(=O)[C@@H]1[C@H]2COc3cc(OC)ccc3[C@@H]2N2C(=O)N(c3cccc(F)c3)C(=O)[C@]12C
    -0.7 | 4 | -12 | -14 | -7 | -6 | -0.6 | 0.5 | 31
- COc1ccc(N2CCN(C(CNS(=O)(=O)c3cccs3)c3cccnc3)CC2)cc1 (stereo unspecified)
    0.4 | x | -1 | 13 | 14 | -3 | 1.4 | 6.0 | 14
- Cc1nnc(NC(=O)c2ccc3nccnc3c2)s1
    x | -24 | x | -7 | x | x | x | 0.6 | 10
- N#Cc1ccsc1NC(=O)C1CCN(C(=O)c2ccc(F)cc2)CC1
    2.8 | 0 | -3 | 3 | x | -2 | 1.0 | 2.4 | -2
- Cc1c(C(=O)NCCSCc2c(F)cccc2Cl)cnn1-c1ccc(F)cc1
    -1.6 | 7 | -4 | -1 | -14 | -4 | 0.7 | 5.0 | 9
- COc1ccc(CCNC(=O)COC(=O)c2cc(=O)c3ccccc3o2)cc1
    -0.3 | 0 | -7 | -11 | x | -4 | 0.8 | -0.7 | -17
- CN1C(=O)C2(Oc3ccccc3C3CC(c4ccccc4)=NN32)c2ccccc21 (stereo unspecified)
    18 | x | -10 | 1 | 0 | -19 | 1.8 | 0.7 | 11
- COc1ccc(CN(C(=O)CN2C(=O)NC3(CCC(C)CC3)C2=O)C(C)Cc2cccs2)cc1 (stereo unspecified)
    -1.4 | 22 | -21 | -10 | x | 0 | 0.4 | 1.9 | 10
- CC1CCCN(S(=O)(=O)c2ccc3c(c2)c(=O)nc2ccc(Cl)cn23)C1 (stereo unspecified)
    -0.7 | -36 | -17 | -13 | -15 | -1 | -0.5 | 0.4 | 9
- Cc1cc(N2C(=O)C(O)=C(C(=O)c3ccco3)C2c2ccccc2F)no1 (stereo unspecified)
    -0.9 | -65 | -4 | 7 | -14 | -9 | 0.9 | -0.7 | -26
- CCOC(=O)C1=C(C)NC(=O)NC1/C=C/c1ccccc1 (stereo unspecified)
    -0.8 | -16 | -16 | -18 | 1 | 2 | 0.0 | 0.6 | 0
- CN(CC(=O)O)Cc1nc2ccccc2[nH]1
    0.1 | -4 | -6 | -21 | -4 | -3 | -0.2 | 0.5 | 5
- CCOC(=O)C1CCCN(Cc2ccc3c(c2)OCO3)C1 (stereo unspecified)
    0.0 | 22 | -3 | -13 | 10 | -4 | 0.1 | 0.6 | 12
- CC(=O)c1ccc(NC(=O)Cn2cnc(S(=O)(=O)N3CCCC3)c2)cc1
    0.5 | x | 2 | -18 | -20 | -7 | 4.7 | 1.0 | -16
- CC(C)C(=O)N1CCC1(C)C(=O)Nc1ccc(-n2cccc2)cc1 (stereo unspecified)
    x | -5 | x | 10 | x | x | x | 6.7 | 12

Full records, quoted from the list. Screens in order: OXTR agonist, TAAR1 antag, CHO parental Ca, CHO-K1 Ca antag, GPR7 antag, OXTR potentiate, V1aR counter, M1 ag parental, CHO-K1 Ca PAM
CCOC(=O)C1=C(C)NC(=O)NC1/C=C/c1ccccc1 (stereo unspecified) is listed with -0.8, -16, -16, -18, 1, 2, 0.0, 0.6, 0
CSc1cccc(NC(=O)c2ccccc2N(C)S(C)(=O)=O)c1 is listed with -0.8, 2, -10, 1, -6, -4, -0.1, 0.1, 12
Cc1cc(N2C(=O)C(O)=C(C(=O)c3ccco3)C2c2ccccc2F)no1 (stereo unspecified) is listed with -0.9, -65, -4, 7, -14, -9, 0.9, -0.7, -26

Carrying on:
Every second line gives: OXTR agonist | TAAR1 antag | CHO parental Ca | CHO-K1 Ca antag | GPR7 antag | OXTR potentiate | V1aR counter | M1 ag parental | CHO-K1 Ca PAM
- CCN(C(=O)CCN1C(=O)S/C(=C\c2ccccc2)C1=O)C1CCS(=O)(=O)C1 (stereo unspecified)
    7.8 | 10 | -5 | -1 | -2 | -17 | 7.3 | 5.8 | 2
- CC1CCN(CCNC(=S)Nc2ccc(Cl)cc2)CC1
    9.6 | -18 | -6 | -14 | -4 | -6 | 3.1 | 3.4 | 3
- CCCSc1nnc2nc(C)cc(C)n12
    -0.4 | 1 | 0 | -1 | -2 | 6 | 0.2 | 0.5 | 15
- O=c1c2ccccc2c(C=Nc2ccc(S(=O)(=O)Nc3ncccn3)cc2)c(O)n1-c1cccc(Cl)c1
    0.6 | -17 | -6 | x | -6 | 2 | 0.8 | x | x
- O=C(NC1CCCCC1)C(CCc1ccccc1)N1CCc2ccccc2C1 (stereo unspecified)
    x | -17 | x | -18 | x | x | x | 0.1 | 22
- COC(=O)Cn1c(C)nc(=O)c(-c2ccccc2)c1C
    0.1 | -2 | -2 | -1 | -4 | -18 | 1.3 | -0.4 | 5
- CC(=O)Nc1sc2c(c1CN1CCCC1)CCCC2
    -0.8 | -1 | -10 | -1 | -6 | -2 | 0.2 | -0.1 | -11
- CSCC[C@H](NC(=O)N1CCn2c1nc1ccccc12)C(=O)NC1CC1
    -1.2 | -11 | -12 | 17 | -2 | 6 | 0.1 | -0.5 | -1
- CCN(CC)c1ncnc2c1nnn2C
    x | -8 | x | -14 | x | x | x | 0.6 | 17
- O=c1cc(CSc2nnc3ccccn23)c2c(ccc3ccccc32)o1
    0.6 | -3 | -9 | -5 | -10 | -6 | 2.9 | 0.5 | 28
- CCCN(C(=O)Cn1ncc2c([nH]c3ccccc32)c1=O)c1ccccc1C
    0.8 | 0 | -6 | -17 | 15 | 1 | 0.2 | 1.7 | 22
- CCCn1nnnc1NCc1ccc(N(C)C)cc1
    -0.3 | -7 | 6 | -3 | -19 | -2 | 0.1 | -0.4 | -5
- N#CC(=Cc1ccc(O)cc1)C(N)=C(C#N)C#N
    1.0 | 8 | -2 | 1 | x | -2 | 3.7 | 0.8 | 18

High-throughput results (PubChem)
